Bioassay records from PubChem BioAssay.
ERK AVP inh: blocks ERK signaling stimulated by vasopressin; HEK293-V1b, vasopressin-stimulated pERK AlphaScreen; Potency, µM (top dose mostly 57.5 µM), without a hit: top-dose activity, negative = inhibition, actives largely listed as inhibitors; 72,000 compounds, 0.99% hits; AID 995; further: potency means the concentration at half of the fitted maximal effect; on the % scale 0 is the no-effect control and ±100 the full control effect; nearly all actives have a fitted effect of over 55% in size
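HEK293 cells stably expressing V1b receptor, seeded overnight in 1% FBS, were treated with compounds for 30 min at 37C, then stimulated 5 min with 25 nM vasopressin; phospho-ERK read by AlphaScreen SureFire after lysis.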
Casp1 inh: allosteric or competitive inhibitors of human caspase-1; Potency, µM (top dose mostly 57.5 µM), without a hit: at the highest dose activity change, negative = inhibition, most hits filed as inhibitors; P29466; Caspase-1 enzyme, Ac-WEHD-AFC fluorogenic rate; 75,000 compounds, 0.03% hits;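 further: potency means the concentration at half of the fitted maximal effect; plate controls were vehicle for no effect and no substrate for full effect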
Fluorescein autfl: fluorescein region autofluorescence. Compound autofluorescence, 480/540 nm, fluorescein-equivalent; hits give high values. max fluorescein-equivalent concentration, M. 59,000 compounds, 0.91% hits. AID 593; in the data active means max fluorescein-equivalent concentration above about 10 nM; inconclusive means between about 1.1 nM and that limit
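Normalized response (dye-equivalent concentration) derives from comparing each well's 540 nm emission, under 480 nm excitation, with plate-resident fluorescein standards. Compounds were held in 100 mM Tris, pH 8.0, for 15 min at room temperature.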
Rhodamine fluor: rhodamine region autofluorescence | AID 594 | Rhodamine-region fluorescence, 547/598 nm, Tris buffer; hits give high values | 59,000 compounds, 0.05% hits | max dye-equivalent concentration, M; in the data active means max dye-equivalent concentration above about 11 nM; inconclusive means between about 1.1 nM and that limit
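qHTS spectral profiling of compounds without any target or enzyme present, in pH 8.0 Tris buffer; plates were read after a 15-minute room-temperature incubation using the rhodamine-region filter set.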
Texas Red fluor: compounds fluorescent in Texas Red spectral region. Compound fluorescence, Texas Red channel, 547/618 nm; hits give high values. max dye-equivalent concentration, M. 59,000 compounds, 0.06% hits; in the data active means max dye-equivalent concentration above about 10 nM; inconclusive means between about 1.1 nM and that limit
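Pin-transferred compounds and Texas Red standards go into 100 mM Tris buffer, pH 8.0. After 15 min at room temperature, plates are imaged with 547/618 nm filters. Each value is a dye-equivalent concentration derived from the per-plate dye curve.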
A350 autofl: compound fluoresces in the Alexa 350 spectral region. max dye-equivalent concentration, M. Compound autofluorescence, 340/450 nm, Alexa 350 dye-equivalents; hits give high values. 59,000 compounds, 11% hits; in the data active means max dye-equivalent concentration above about 10 nM; inconclusive means mostly about 1.1 nM to 9.6 nM
FLuc inh: blocks Photinus pyralis firefly luciferase activity. P08659. 72,000 compounds, 2.2% hits. Potency, µM (top dose mostly 57.1 µM), for the others: at the top dose activity change, negative = inhibition, most hits filed as inhibitors. purified firefly luciferase, luminescence, 8 min; further: potency means the concentration at half of the fitted maximal effect; on the % scale 0 is the no-effect control and ±100 the full control effect; nearly all actives have a fitted effect of over 40% in size
Target sequence (P08659 whole entry, looked up): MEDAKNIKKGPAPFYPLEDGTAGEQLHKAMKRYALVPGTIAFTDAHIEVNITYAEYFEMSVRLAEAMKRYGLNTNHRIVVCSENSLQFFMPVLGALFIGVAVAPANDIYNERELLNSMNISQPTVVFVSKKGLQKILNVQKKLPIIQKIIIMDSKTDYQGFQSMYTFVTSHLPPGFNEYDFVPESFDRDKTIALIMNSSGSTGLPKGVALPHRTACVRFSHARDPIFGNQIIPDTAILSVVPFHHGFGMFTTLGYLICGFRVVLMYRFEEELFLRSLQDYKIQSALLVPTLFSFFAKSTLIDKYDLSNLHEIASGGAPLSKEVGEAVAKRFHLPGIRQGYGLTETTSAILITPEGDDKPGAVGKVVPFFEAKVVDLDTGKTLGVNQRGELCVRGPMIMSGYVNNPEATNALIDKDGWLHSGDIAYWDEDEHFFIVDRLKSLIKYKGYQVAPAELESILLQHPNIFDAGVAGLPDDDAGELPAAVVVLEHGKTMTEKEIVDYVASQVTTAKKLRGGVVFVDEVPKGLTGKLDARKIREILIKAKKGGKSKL
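Inhibition of light generation by firefly luciferase from ATP and luciferin was profiled with concentration-response curves per sample, ATP held at 10 uM within the enzyme's linear range. Plates were read by luminescence after an 8-minute ambient incubation.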
HEK293 cAMP ctrl: raises cAMP in parental HEK293 cells, TSHR agonist counter-screen; Potency, µM (titrated, usually from 57.1 µM), for inactives: top-dose activation, hits mostly activators; AID 938; 73,000 compounds, 2.5% hits; parental HEK293 CNG cAMP sensor, membrane potential fluorescence; further: potency means the concentration at half of the fitted maximal effect; % of control where 0% means no effect; nearly all actives have a fitted effect of over 55% in size
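Parental HEK 293 cells stably expressing a cAMP-gated CNG channel were loaded with membrane potential dye containing 100 uM RO 20-1724 for 60 min. Compound added for 30 min; depolarization read as fluorescence intensity at 590 nm.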
Casp7 inh: blocks human caspase-7 allosterically or competitively | recombinant caspase-7, Ac-DEVD-AFC fluorescence rate | 75,000 compounds, 0.02% hits | Potency, µM (series often up to 57.5 µM), without a hit: top-dose activity change, negative = inhibition, most hits filed as inhibitors | P55210; active means well fitted inhibition curve with a large enough effect in the main read-out, with a control signal flat, not every such curve was filed as active; inconclusive means small, poorly fitted or top-dose-only effect, or a change in a side signal; further: potency means the concentration at half of the fitted maximal effect; % of control where 0% means no effect
Target sequence (P55210 24-198 limits assumed): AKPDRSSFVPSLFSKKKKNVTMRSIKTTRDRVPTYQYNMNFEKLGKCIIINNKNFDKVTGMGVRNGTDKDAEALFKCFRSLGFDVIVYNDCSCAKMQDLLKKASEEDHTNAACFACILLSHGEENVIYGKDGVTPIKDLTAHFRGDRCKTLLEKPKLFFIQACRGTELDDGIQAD
Target sequence (P55210 207-303 limits assumed): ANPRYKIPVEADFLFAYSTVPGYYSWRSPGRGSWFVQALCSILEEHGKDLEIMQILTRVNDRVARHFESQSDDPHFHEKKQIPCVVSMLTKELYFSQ
Tau filament bind: binders of human tau filaments | Potency, µM (highest dose often 57.1 µM), for the others: top-dose activity change, negative = inhibition | recombinant tau filaments, thioflavin S fluorescence, 15 h; filaments grown with octadecylsulfate alongside compound | P10636 | 71,000 compounds, 2% hits;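 further: potency means the concentration at half of the fitted maximal effect; on the % scale 0 is the no-effect control and ±100 the full control effect; actives lower thioflavin S fluorescence by blocking filaments or displacing dye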
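Quantitative HTS: thioflavine S signal from ODS-induced tau filaments, excited at 450 nm, emission 510 nm. Conditions: 1 uM tau, 30 uM ODS, 15 h at 37 C, pH 7.4.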
4MU fluor: 4-MU region autofluorescence. compound autofluorescence, 340/450 nm, 4-MU equivalents; hits give high values. 59,000 compounds, 11% hits. max dye-equivalent concentration, M. AID 589; in the data active means max dye-equivalent concentration above about 10 nM; inconclusive means mostly about 1.1 nM to 9.6 nM
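Intrinsic fluorescence at 340/450 nm (ex/em) was read after 15 min at room temperature in pH 8.0, 100 mM Tris. Each compound concentration expressed as 4-MU-equivalent concentration from a six-point 4-MU standard series on each plate.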
* = called active by the depositor; i = inactive; ? = inconclusive; . = not tested or not shown; & = joins results of further samples; [ ] = remark or other dose. Unless noted, the call rests on the fitted dose curve; in most records, active means well fitted curve in the direction sought with a large enough effect; inconclusive means small, poorly fitted or top-dose-only effect, or another doubt; inactive means no such curve, though single readings can be large; an effect the other way counts as inactive or inconclusive.

Molecule | A350 autofl | Casp1 inh | 4MU fluor | Texas Red fluor | Tau filament bind | Fluorescein autfl | Casp7 inh | FLuc inh | Rhodamine fluor | ERK AVP inh | HEK293 cAMP ctrl
CCCNC(=O)CS(=O)(=O)Cc1nc(-c2cccc(OC)c2)oc1C | . | 1% | . | . | -8% | . | -1% | -1% | . | -15% | 16%
O=C(Nc1cccnc1)Nc1ccccc1Cl | ? | 3% | i | i | -1% | i | -1% | -19% | i | -8% | 21%
O=C1C2CCCN2C(c2ccc(F)cc2)N1c1nccs1 (stereo not given) | i | -3% | i | i | -6% | i | -1% | 1% | i | 19% | 8%
COc1cc(C2CC(=O)c3c([nH]c(C(=O)OCCOC(C)C)c3C)C2)cc(OC)c1OC (stereo not given) | . | 1% | . | . | 14% | . | 0% | 1% | . | 4µM* | ?
O=C1Nc2ccccc2C1(O)Cc1ccncc1 (stereo not given) | i | -1% | i | i | 1% | ? | 0% | 0% | i | -11% | 5%
Cn1c(=O)c2c(nc(NCCCN3CCOCC3)n2Cc2ccc(Cl)cc2)n(C)c1=O | ? | -4% | ? | i | -3% | ? | -2% | 0% | i | ? | -13%
CN1CCN(C(=O)Nc2cccc3ccccc23)CC1 | ? | -1% | i | i | -2% | i | 0% | 1% | i | -10% | 4%
COCCn1c(SCc2csc(-c3ccccc3)n2)nc2ccccc21 | i | -2% | i | i | 4% | i | -3% | -2% | i | 25µM* | 32µM*
O=C(Nc1nc(-c2ccccn2)cs1)c1ccc(Cl)s1 | . | -4% | . | . | 118% | . | -5% | -26% | . | . | 16%
Cc1nc(-c2ccccc2)nc2[nH]c(=O)n(-c3ccccc3)c(=O)c12 | ? | -1% | i | i | 11% | i | 1% | 1% | i | -1% | 13%
O=C(NCn1ccc(=O)[nH]c1=S)c1ccccc1 | i | -1% | i | i | -9% | i | -3% | 0% | i | 0% | 0%
O=C1C(C=Nc2ccccc2O)=C(O)c2ccccc21 | i | 0% | i | i | ? | i | -1% | 7.9µM* | i | ? | 4%
O=C(NC1CCCC1)C1CC(c2ccc(F)cc2)=NO1 (stereo not given) | i | -5% | i | i | -10% | i | -5% | 1% | i | 13% | 12%
Oc1ccc(OCc2ccccc2)cc1 | i | -2%[25.7 µM] | i | i | 2%[25.6 µM] | i | -1%[25.7 µM] | -2%[25.5 µM] | i | -18%[25.7 µM] | -12%[25.6 µM]
CC1CC(C)CN(CCCNC(=O)C2CCC(=O)N2C2CCCC2)C1 (stereo not given) | i | 1% | i | i | -14% | i | -1% | 2% | i | 3% | 8%
CSCCC(NC(=O)c1ccco1)C(=O)OC(C)C(=O)NC(=O)NC1CCCCC1 (stereo not given) | i | 0% | i | ? | -12% | i | 2% | 2% | i | 13% | 13%
COCCNC(=O)CN1CCC(n2c(C)nc3cc(C(F)(F)F)ccc32)CC1 | i | 0% | i | i | 0% | i | 3% | 4% | i | -2% | 9%
C=CCc1c(C)nc(SCC(=C)C)[nH]c1=O | . | -2% | . | . | -7%[11.4 µM] | . | 1% | 1% | . | 3% | 6%[11.4 µM]
COc1ccc(Cl)cc1N(CC(=O)Nc1ccccc1C(=O)NCc1ccco1)S(C)(=O)=O | i | 1% | i | i | -10% | i | 1% | 2% | i | -10% | 20%
COC(=O)c1[nH]c2ccc(C)cc2c1NC(=O)CN1CCN(c2ccccc2)CC1 | ? | -3% | i | i | 26% | i | -1% | -1% | i | 13µM* | -6%
Clc1ccc(Cc2nn3c(Cn4nnc5ccccc54)nnc3s2)cc1 | i | -4% | i | i | -16% | i | -2% | 0% | i | -17% | 4%
COc1cccc(-c2nc(CS(=O)CC(=O)NCc3ccccc3Cl)c(C)o2)c1 (stereo not given) | . | 2% | . | . | 9% | . | -6% | -7% | . | -5% | ?
Cc1ccccc1OCCCCCn1ccnc1 | . | -15% | . | . | 0% | . | 1% | -1% | . | ? | 25%
COc1cc2[nH]c(=S)n(Cc3ccc(C)o3)c(=O)c2cc1OC | i | -3% | i | ? | 189% | i | 0% | 3% | i | -16% | -1%
NCCSCc1ccccc1Cl | i | -1%[11.5 µM] | i | i | -2%[11.4 µM] | i | 0%[11.5 µM] | 0%[11.4 µM] | i | 9%[11.5 µM] | 8%[11.4 µM]
N=C(N)SCCc1ccccn1 | i | -2%&0%[11.5 µM] | i | ? | 1%&-3%[11.4 µM] | i | -4%&2%[11.5 µM] | 0%&3%[11.4 µM] | i | 13%&15%[11.5 µM] | 3%&-5%[11.4 µM]
O=C1[C@@H]2[C@H]3[C@H](O)[C@H](O)C/C(=N/OCc4ccccc4)[C@@H]3CC[C@H]2C(=O)N1c1ccc(F)cc1F | . | 0%[11.5 µM] | . | . | . | . | -1%[11.5 µM] | -1%[11.4 µM] | . | 7%[11.5 µM] | -27%[11.4 µM]
O=C(COCCOCC(=O)N(c1ccccn1)C1CCCCC1)N(c1ccccn1)C1CCCCC1 | ? | -2% | i | i | 14% | ? | -2% | 3% | i | -7% | 24%
O=C(c1cccc(F)c1)N1CCC2(CCCN(Cc3ccncc3)C2)CC1 | i | -2% | i | i | 8% | ? | 4% | 2%[11.4 µM] | i | 10% | 25%
Cc1ccc2cc3cc(C(=O)N4CCN(C(=O)c5ccco5)CC4)sc3nc2c1 | 1.3e-08M* | 0% | 1.1e-08M* | ? | -7% | ? | -5% | -13% | i | 2% | 1%
CC(=O)Nc1ccc(N2CCN(Cc3ccccc3F)CC2)cc1 | i | 3% | i | ? | 1% | i | 7% | 2% | i | 0% | -4%
O=C(O)[C@@H]1[C@@H]2C[C@@H]3[C@@H](OC(=O)[C@@H]31)[C@H]2Br | i | 1%[11.5 µM] | i | i | -14%[11.4 µM] | ? | -1%[11.5 µM] | 0%[11.4 µM] | i | -10%[11.5 µM] | 7%[11.4 µM]
CCOC(=O)CCn1nc(-c2ccc(Cl)cc2)cc1N | ? | 1% | i | i | -2% | i | 1% | -2% | i | 21% | 7%
Oc1ccc2[nH]ccc2c1 | ? | 0% | i | i | 20µM* | ? | -1% | -4% | i | -29% | 0%
CCCCc1nnc(NC(=O)C=C(C)C)s1 | i | 2% | i | i | -1% | i | 1% | 2% | i | -8% | -1%
Cc1cc(NC(=O)c2ccc(S(=O)(=O)N3CCOCC3)cc2)nc2c1c(=O)oc1ccccc12 | i | -2% | i | i | -20% | i | -2% | 2% | i | 7% | 25%[2.29 µM]
O=C(Cn1ncc2ccccc21)N1CCc2ccccc21 | . | 1% | . | . | -15% | . | -4% | 0% | . | 0% | 6%
Cc1cccc(C(=O)NC2CC(C)(C)NC(C)(C)C2)c1 | i | -2% | i | ? | -11% | i | 6% | -38% | i | 9% | 4%
CC(=O)Nc1ccc(OC(=O)c2cccnc2)cc1 | i | 0% | i | i | -3% | i | 2% | -1% | i | -17% | 2%
O=C(c1ccc(Cn2c(=O)[nH]c3ccccc3c2=O)cc1)N1CCN(c2ccc(Cl)cc2)CC1 | i | -2% | i | i | 61% | i | -2% | -2% | i | 7% | -2%
CN1CCCC[C@@H]1CCN1CCCCC1 | i | 0%[11.5 µM] | i | i | 2%[11.4 µM] | i | 1%[11.5 µM] | -1%[11.4 µM] | i | -2%[11.5 µM] | 5%[11.4 µM]
CC(C)CCn1c(N2CCOCC2)nc2c1c(=O)n(CC(N)=O)c(=O)n2C | i | -2% | i | i | 1% | ? | 1% | -2% | i | ? | 7%
O=C1c2ccccc2-c2c1nc1c([n+]2[O-])CCCC1 | i | -4% | i | i | -20% | ? | -4% | 2% | i | 4% | -5%
OCCCSCCO | i | 0%[11.5 µM] | i | ? | -1%[11.4 µM] | ? | 1%[11.5 µM] | 1%[11.4 µM] | i | -1%[11.5 µM] | 5%[11.4 µM]
CCOC(=O)C1CCCN(C(=O)CN2C(=O)c3ccccc3C2=O)C1 (stereo not given) | . | -1% | . | . | -4%[11.4 µM] | . | -1% | 1% | . | 7% | 3%[11.4 µM]
Cn1c(Cn2cnc(Cl)c2Cl)nc2ccccc21 | i | . | i | i | . | ? | . | 1%[25.5 µM] | i | . | .
Cc1nn(C)c(C)c1S(=O)(=O)N1CCC(C(=O)NC2CCCCC2)CC1 | i | 0% | i | i | 14% | i | 1% | 6% | i | 15% | 9%
Cc1cc(C)n(-c2ccc(C(=O)Nc3ccccn3)cc2)n1 | ? | 0% | i | i | 12% | i | 0% | 13µM* | i | -13% | 2%
CCOC(=O)N1CCC(NC(=O)c2cccn3c(=O)c4cc(Br)ccc4nc23)CC1 | ? | -7% | ? | i | -10% | ? | -8% | 2% | i | 7% | 7%
O=C(Nc1sccc1C(=O)NCc1ccco1)c1cccnc1 | i | 0% | i | i | -15% | ? | -3% | 4% | i | ? | -1%
O=C1OC(N2CCN(Cc3ccccc3)CC2)c2ccccc21 (stereo not given) | ? | -3% | ? | i | 16% | i | -3% | -1% | i | -21% | 0%
CC(=O)N(C)c1ccc(NC(=O)c2ccco2)cc1 | i | -1% | i | i | 0% | i | 2% | -25% | i | -6% | 4%
CS(=O)(=O)NCCC1=CCCCC1 | i | 4% | i | i | -12% | i | -2% | -1% | i | -9% | 0%
CCOc1ccccc1OCCCC(=O)NC1=NCCS1 | i | 2% | i | ? | -6% | ? | 0% | 0% | i | 4% | 14%
O=C(NCC1COc2ccccc2O1)C1C2C=CC3(CN(Cc4ccccc4Cl)C(=O)C13)O2 (stereo not given) | ? | 1% | ? | i | -1% | ? | -2% | 3% | i | 22% | 18%
O=C(NCc1ccccc1)c1cc(-c2cccc(O)c2)on1 | . | -1% | . | . | 133% | . | -1% | -7% | . | -8% | -5%

This is a subset; the hit share may differ from the screen's.
